3CLpro inhibitor: SARS-CoV 3CLpro protease inhibitors, primary screen, biochemical, quenched FRET | Replicase polyprotein 1ab (Severe acute respiratory syndrome coronavirus), P0C6X7 | recombinant SARS-CoV 3CLpro, quenched FRET peptide cleavage | inhibition, % at 6 µM | 290,000 compounds, 0.14% hits | AID 1706, 2009; in the data active = inhibition above about 12%
Rv3671c protease: Rv3671c serine protease inhibitors, primary screen, biochemical, fluorescence polarization, M. tuberculosis H37Rv; AID 2606, 2010; 320,000 compounds, 0.048% hits; P9WHR9; inhibition, % at 5.96 µM; in the data active = inhibition above about 38%;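 also: extracellular domain of Rv3671c used as enzyme; 0% = enzyme with DMSO and 100% = no enzyme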
Target sequence (P9WHR9 whole entry, looked up, the tested form may be a part): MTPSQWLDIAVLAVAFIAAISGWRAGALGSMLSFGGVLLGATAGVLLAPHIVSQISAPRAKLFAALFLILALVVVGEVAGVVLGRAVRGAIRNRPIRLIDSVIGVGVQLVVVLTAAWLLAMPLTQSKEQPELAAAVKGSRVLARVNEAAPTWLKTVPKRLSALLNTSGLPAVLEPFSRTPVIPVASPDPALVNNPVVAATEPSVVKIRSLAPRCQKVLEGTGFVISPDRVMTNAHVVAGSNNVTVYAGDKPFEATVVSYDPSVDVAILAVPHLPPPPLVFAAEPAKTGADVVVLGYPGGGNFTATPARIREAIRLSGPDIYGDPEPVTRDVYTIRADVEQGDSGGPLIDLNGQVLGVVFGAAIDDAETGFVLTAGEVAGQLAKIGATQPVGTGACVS
Vc quorum ag: inducers of Vibrio cholerae quorum light production without autoinducers, primary screen, BH1578 luxS cqsA deficient, single point | V. cholerae BH1578 lux reporter, luminescence, 6 h | activation, % at 18.7 µM | 350,000 compounds, 0.16% hits; in the data active = activation mostly above about 9.7%, no sharp cut-off; also: not every result past the cut was called active; inactives centre near 0; reference of the scale not given here
FBA Mtb inh: Mtb FBA enzyme inhibitors, primary screen, biochemical, fluorescence, strain H37Rv | Fructose-bisphosphate aldolase (Mycobacterium tuberculosis (strain ATCC 25618 / H37Rv)), … | purified M. tuberculosis FBA, fluorescence read-out | inhibition, % at 1 µM | 360,000 compounds, 2.3% hits | AID 588726, 2011; in the data active = inhibition above about 27%;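 also: 0% = vehicle and 100% = reference inhibitor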
Target sequence (P9WQA3 whole entry, looked up): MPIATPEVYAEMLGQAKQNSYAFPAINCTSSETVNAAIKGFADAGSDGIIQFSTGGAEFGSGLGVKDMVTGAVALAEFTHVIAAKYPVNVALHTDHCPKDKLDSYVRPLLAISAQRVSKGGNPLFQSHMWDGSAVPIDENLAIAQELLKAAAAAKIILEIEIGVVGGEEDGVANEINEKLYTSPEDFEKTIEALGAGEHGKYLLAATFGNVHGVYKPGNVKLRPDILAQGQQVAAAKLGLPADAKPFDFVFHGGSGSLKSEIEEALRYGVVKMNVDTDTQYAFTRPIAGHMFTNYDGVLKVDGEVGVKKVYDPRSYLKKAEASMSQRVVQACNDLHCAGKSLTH
GDH-TPI counter: GDH-TPI coupling enzyme inhibitors, primary screen, artefact control for M. tuberculosis FBA inhibitor project, biochemical, absorbance, full deck | GDH-TPI coupled enzyme counterscreen, NADH absorbance | inhibition, % at 4.8 µM | 360,000 compounds, 1.2% hits | AID 588335, 2011; in the data active = inhibition above about 30%;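 also: 0% = DMSO wells and 100% = wells lacking the enzyme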
BioA inh: M. tuberculosis BioA enzyme inhibitors, primary screen, biochemical, plate reader, single point, HTS; 7,8-diaminopelargonic acid synthase BioA (Mycobacterium tuberculosis); purified M. tuberculosis BioA enzyme; inhibition, % at 9.99 µM; 360,000 compounds, 0.096% hits; AID 602481, 2012; in the data active = inhibition above about 40%
MazEF act: activators of E. coli MazEF toxin-antitoxin RNase, primary screen, biochemical, fluorescence, uHTS; FAM/BHQ RNA-DNA oligo cleavage fluorescence, 5 h; activation, % at 20 µM; 350,000 compounds, 0.32% hits; Endoribonuclease toxin MazF (Escherichia coli (strain K12)), P0AE70; in the data active = activation above about 50%
Target sequence (P0AE70 whole entry, looked up): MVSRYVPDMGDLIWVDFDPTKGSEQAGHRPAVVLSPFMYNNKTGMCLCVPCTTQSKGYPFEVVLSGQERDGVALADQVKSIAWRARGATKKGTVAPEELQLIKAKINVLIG
UGM FP inh: M. tuberculosis UGM enzyme inhibitors, primary screen, biochemical, fluorescence polarization, single point | 320,000 compounds, 0.06% hits | inhibition, % at 10 µM | purified UGM, fluorescence polarization probe displacement; in the data active = inhibition above about 10%, passing the limit was not always enough
VHR inh abs: VHR1 phosphatase inhibitors, primary screen, biochemical, absorbance, uHTS; Dual specificity protein phosphatase 3 (Homo sapiens), P51452; recombinant VHR phosphatase, pNPP absorbance; inhibition, % at 13.3 µM; 290,000 compounds, 0.52% hits; in the data active = inhibition above about 50%; also: some compounds called inactive have numbers as strong as hits
Target sequence (P51452 whole entry, looked up): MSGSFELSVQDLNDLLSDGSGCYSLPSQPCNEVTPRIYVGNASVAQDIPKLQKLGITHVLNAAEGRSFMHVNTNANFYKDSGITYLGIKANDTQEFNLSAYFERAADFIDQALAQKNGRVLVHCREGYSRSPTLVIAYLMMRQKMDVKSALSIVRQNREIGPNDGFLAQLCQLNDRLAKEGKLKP
PriA SSB inh: inhibitors of Klebsiella pneumoniae PriA binding to SSB C-terminal tail, primary screen, biochemical, AlphaScreen; PriA–SSB C-terminal tail interaction (Klebsiella pneumoniae); AlphaScreen SSBct-PriA binding, biotinylated peptide; inhibition, % at 33 µM; 430,000 compounds, 0.6% hits; AID 1272365, 2023; in the data active = inhibition mostly above about 37%, no sharp cut-off; inactive = mostly below about 20%;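 also: plate controls were negative control peptide for no effect and reference peptide for full effect; strong numbers were not always called active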
An asterisk follows results filed as active; i = inactive; . = not tested or not shown. This is a subset, so the mix of outcomes need not match the whole.

SMILES	3CLpro inhibitor	Rv3671c protease	Vc quorum ag	FBA Mtb inh	GDH-TPI counter	BioA inh	MazEF act	UGM FP inh	VHR inh abs	PriA SSB inh
CN(C(=O)CN1CCCCCC1)c1c(N)n(Cc2ccccc2)c(=O)[nH]c1=O	.	3	i	3	-8	-0.9	-12	-6.7	.	-14
COc1ccc(Cl)cc1C(=O)Nc1ccc(Br)c(C)n1	0	-3	-0.2	2	-5	0.0	7	-0.3	7	-4
CC(=O)N1CCc2cc(S(=O)(=O)NCCC(=O)Nc3ccc4c(c3)OCCO4)ccc21	-2	-2	i	-2	6	-1.1	2	-3.5	0	-13
CCn1cc(/C=C(\NC(=O)c2ccccc2Cl)C(=O)N2CCOCC2)c2ccccc21	6	1	-0.9	0	25	0.0	6	2.9	3	4
Cc1c(C)c2ccc(OC(C)C(=O)N[C@@H](Cc3c[nH]c4ccccc34)C(=O)O)c(C)c2oc1=O (some centres undefined)	4	2	-0.5	17	19	4.2	-2	0.9	16	3
O=C(CSc1nnc(CNC(=O)c2ccccc2F)o1)Nc1cccc(C(F)(F)F)c1	4	-19	-0.4	5	10	-0.8	0	3.7	1	5
COC(=O)Nc1sc2c(c1C(=O)NC1CC1)CCCCCC2	-3	3	-0.2	-3	10	-2.3	2	0.4	-11	-14
CS(=O)(=O)c1ccc(NS(=O)(=O)c2ccc(Cl)c(C(=O)NCc3ccco3)c2)cc1	.	-10	0.5	3	3	-1.6	-26	2.1	.	1
COC(=O)c1ccc(NC(=O)c2cccc(C)c2)cc1	2	-6	0.8	0	-4	3.6	2	-1.1	40	-8
c1ccc(-n2nnnc2NCCc2c[nH]c3ccccc23)cc1	-3	-10	i	0	3	5.4	1	-0.5	10	-9
O=C(OCCc1ccccn1)c1cccc([N+](=O)[O-])c1	.	.	i	4	4	1.7	3	.	.	-10
Nc1nc(NC(=O)CCC(=O)O)nn1-c1ccccc1	2	10	-0.2	5	4	0.0	-22	1.0	-3	1
CN(C(=O)c1ccncc1)c1nnc(-c2ccccn2)s1	-4	4	2.6	48*	-3	-1.0	3	-1.1	31	14
Cc1ccc(-c2nn(C)c(=O)c3ccccc23)cc1S(=O)(=O)NCCN(C)C	1	5	-0.5	6	3	.	11	-0.1	11	-14
Cc1ccc(S(C)(=O)=O)cc1S(=O)(=O)Nc1ccccc1	5	9	-0.3	-1	17	.	10	0.8	-7	-12
CCc1ccc(N2CCN(C(=O)c3ccc(OC)c(OC)c3)CC2)cc1	1	3	-0.3	1	3	-1.7	14	0.5	15	-1
CCCCCC(=O)Nc1cccc(S(=O)(=O)NC2=NCCC2)c1	.	3	-0.2	-2	12	-0.9	-1	-0.7	.	-8
CCc1ccccc1NC(=O)CSc1nnc(-c2ccco2)n1N	-1	2	.	1	2	0.0	1	3.2	10	-3
CCOC(=O)Cn1c(=NC(=O)CSC(C)=O)sc2cc(OC)ccc21	0	-8	0.4	6	25	-1.9	-2	2.5	16	-4
O=S(=O)(Nc1ncn[nH]1)c1ccc2ccccc2c1	-1	3	i	4	-4	1.3	1	-1.7	17	-7
O=C(NC(=S)Nc1ccccn1)c1cc(-c2ccccc2)nc2ccccc12	0	-40	i	0	12	0.4	7	0.4	10	0
Cc1ccc(C(=O)c2oc3ccccc3c2NC(=O)c2cc(-c3ccccc3O)n[nH]2)cc1	-1	-51	-0.5	2	8	.	-10	2.2	2	1
CN1CCc2c(c3c(n2C)CCN(C)C3c2ccc(F)cc2)C1c1ccc(F)cc1 (centres undefined)	-2	-8	-0.3	4	10	-1.5	1	-1.0	40	-4
O=C(CSCc1ccccc1F)NCc1ccc(F)cc1	4	0	-0.2	-1	-6	2.1	1	3.8	0	-25
O=C1NC(=O)C(Nc2cccc3ccccc23)S1 (centres undefined)	3	0	2.8	7	36*	0.3	-2	1.0	36	0
Cc1cc(C)c(NC2=NCC(=O)N2C2CCCCC2)c(C)c1	0	-5	-3.7	2	-3	-0.4	3	1.2	-22	1
CC(C)(C)NS(=O)(=O)c1cccc2nsnc12	-3	5	.	.	.	.	10	0.6	.	-2
CCOC(=O)N1CCN(C(=O)c2ccc3c(=O)n(-c4ccccc4F)c(=S)[nH]c3c2)CC1	3	2	-0.3	1	1	.	-3	0.3	20	2
CCOC(=O)c1c(NC(=O)CN2CCN(c3ccc(Cl)cc3)CC2)sc(C)c1C	6	-3	i	6	9	1.1	-1	0.0	21	-17
CCO[C@H]1OC(C(=O)N2CCN(Cc3ccccc3)CC2)=C[C@@H](c2cn(C(C)=O)c3ccccc23)[C@@H]1CCCO	-3	9	0.8	1	4	-1.6	10	-1.0	10	3
COC(=O)/C=C1/S/C(=N/NC(=O)c2ccccc2OC)NC1=O	-3	12	i	-3	30	1.9	2	-1.8	-8	.
COc1ccc(N=C(NN)c2ccc3ccccc3n2)cc1	5	-12	-0.1	-3	16	-0.6	0	0.7	-13	11
CC(=O)Nc1ccc(S(=O)(=O)NCc2cc(=O)n(C)c(=O)n2C)cc1	-1	1	1.8	-2	-8	-0.5	6	3.0	5	-5
O=C(CN1C(=O)c2ccccc2S1(=O)=O)Nc1ccc(S(=O)(=O)N2CCCC2)cc1	-3	-4	i	-1	12	-2.8	3	-0.2	14	-10
CC(C)C(=O)NC(c1ccco1)c1ccc2cccnc2c1O (centres undefined)	-1	9	-0.2	-6	-1	-2.2	-1	-0.1	22	28
CCc1nc2ccccc2c(C(=O)Nc2cccc(C)c2)c1C	5	-1	-0.9	-2	3	0.1	10	-1.2	26	-18
CNC(=O)N(C)c1nnc(C(C)(C)C)s1	2	3	-0.1	3	6	-0.8	10	-0.9	31	-16
COc1ccccc1-c1ccc(C(=O)O)o1	3	8	i	131*	5	.	2	-0.9	7	1
COc1ccc(C(C)=O)cc1COC(=O)CSCC(=O)Nc1ccc(C)cc1	.	-4	-2.5	-1	12	0.9	-8	0.3	.	-5
CCOc1ccccc1C(=O)NCC(=O)NCC(c1ccc(OC)cc1)N1CCOCC1 (centres undefined)	.	8	-0.7	2	-2	-0.3	6	-0.7	.	0
CCCCc1cc(=O)oc2cc(C)cc(OCC(=O)NC(Cc3ccc(Cl)cc3)C(=O)O)c12 (centres undefined)	12	-9	-0.4	63*	7	-0.5	-5	2.1	17	-5
Cc1cc2c(s1)c1cnn(CC(=O)NCCc3ccccc3)c(=O)c1n2C	-3	-3	.	.	.	.	-53	1.6	29	-4
C=CCNC(=S)N(C1CCCCC1)C1CCCCC1	0	-5	-0.4	3	6	1.0	-3	0.6	26	-6
C/C(=N\NC(=O)c1cccc2ccccc12)c1cccnc1	2	.	-1.7	1	-21	-0.8	10	.	25	.
Cc1onc(-c2ccccc2)c1C(=O)c1c[nH]c(C(=O)NCc2ccccn2)c1	2	-8	0.5	5	3	-2.2	0	0.7	31	-6
O=C(NCC1CCCO1)C(c1cccs1)N(C(=O)c1ccc(-c2ccccc2)[nH]1)C1CCCC1 (centres undefined)	9	-20	-0.2	-1	-1	.	-3	-0.1	21	27
COC(=O)CN1C(c2ccccc2)=Nc2ccc(Cl)cc2C1c1ccccc1 (centres undefined)	5	-2	.	1	12	-0.8	-7	-0.6	21	3
CC(=O)N/C(=C/c1ccc2c(c1)OCO2)C(=O)O	0	1	1.0	9	-10	.	6	-2.7	6	1
C/C(=N\S(=O)(=O)c1ccc(C)cc1)NC(=S)Nc1ccccc1	-1	-4	0.0	3	-2	.	-2	1.1	4	.
COc1ccc2cc(/C=C3\SC(=S)NC3=O)c(N3CCOCC3)nc2c1	5	-7	-0.3	-11	12	.	31	4.9	12	17
Next structures:
SMILES	3CLpro inhibitor	Rv3671c protease	Vc quorum ag	FBA Mtb inh	GDH-TPI counter	BioA inh	MazEF act	UGM FP inh	VHR inh abs	PriA SSB inh
COC(=O)CSc1nnc(C)n1-c1cccc(OC)c1	-1	0	i	-4	13	-2.2	4	0.0	32	-8
Cc1cc(C)cc(NCc2cc3c(cc2[N+](=O)[O-])OCO3)c1	-1	15	-0.7	0	9	-0.9	-2	1.4	42	28
COc1ccc(C)cc1NC(=O)C(Sc1nncn1C)c1ccccc1 (centres undefined)	3	3	-0.4	-4	0	-0.7	0	0.9	6	-6
CCOC(=O)C1(c2ccccc2)CCN(CC(O)c2ccc(NC(C)=O)cc2)CC1 (centres undefined)	.	.	i	-1	0	-2.3	7	.	.	7
COc1ccc(-n2ccnc2CN2CCN(C3CCCC3)C(CCO)C2)cc1 (centres undefined)	4	1	i	3	4	.	-23	2.4	3	1
Cc1ccccc1C(=O)N/N=C1/SCC(=O)N1Cc1ccc2c(c1)OCO2	-1	-2	0.1	0	2	1.1	9	1.8	1	.
CCC(C(N)=O)N1C(=O)C2C3CCC(C3)C2C1=O (centres undefined)	.	.	-0.3	4	2	0.5	1	.	.	.
CCCCOCCCn1c(N)c(C(=O)OCCOC)c2nc3ccccc3nc21	-4	-10	i	134*	15	0.2	-3	-0.7	15	10
CCOC(=O)N1CCN(S(=O)(=O)c2ccc3c(c2)CC(C)N3C(C)=O)CC1 (centres undefined)	-5	-12	-2.0	-2	-10	-0.5	11	-0.1	30	2
COC(=O)CCN(C(=O)c1ccc(N2CCCCC2)c([N+](=O)[O-])c1)c1ccccn1	2	0	-0.5	-6	1	.	-7	-0.7	17	17
Cc1onc(C(=O)NCc2ccccn2)c1[N+](=O)[O-]	4	4	-0.5	0	5	.	-19	-0.1	27	1
CCOc1cc(NS(=O)(=O)c2ccc(Cl)cc2)c(OCC)cc1NC(=O)CC(C)C	1	4	-0.4	1	8	-3.4	-13	-0.2	-8	-1
Clc1ccc(-c2nnc(NCc3ccccc3)c3ccccc23)cc1	-2	-20	i	0	12	-0.2	0	0.7	-5	-1
O=C1CCCN1CC(O)CS(=O)(=O)Cc1ccccc1Cl (centres undefined)	7	-8	i	3	-3	-3.0	5	-0.4	-6	3
COc1ccc(C(=O)NC(=S)N2C[C@H]3C[C@H](C2)c2cccc(=O)n2C3)cc1OC	-2	4	-0.3	0	7	-1.6	-2	0.6	24	-5
CC(=O)c1c(O)cc(=O)n(-c2ccccc2)c1-c1ccc(Cl)cc1	-2	-5	-0.6	2	4	.	-3	2.2	-5	-9
Cc1ccc(S(=O)(=O)N2CCC(C(=O)OC(C)C(=O)NC(N)=O)CC2)cc1C (centres undefined)	-1	5	3.7	0	-2	.	3	-4.0	24	-2
Cc1cc(C(=O)CSc2nnc(-c3cccs3)o2)c(C)n1-c1ccccc1	1	-4	-0.3	5	12	5.4	3	0.2	-4	-10
O=C(Cn1cnc2c(cnn2-c2ccc(Cl)cc2)c1=O)NCCc1ccccc1	-8	0	-1.4	1	1	-0.5	0	1.1	29	0

Arranged by SMILES length (falling): part of the list above.
SMILES	3CLpro inhibitor	Rv3671c protease	Vc quorum ag	FBA Mtb inh	GDH-TPI counter	BioA inh	MazEF act	UGM FP inh	VHR inh abs	PriA SSB inh
Cc1ccc(S(=O)(=O)N2CCC(C(=O)OC(C)C(=O)NC(N)=O)CC2)cc1C (centres undefined)	-1	5	3.7	0	-2	.	3	-4.0	24	-2
O=C(Cn1cnc2c(cnn2-c2ccc(Cl)cc2)c1=O)NCCc1ccccc1	-8	0	-1.4	1	1	-0.5	0	1.1	29	0
Cc1cc(C(=O)CSc2nnc(-c3cccs3)o2)c(C)n1-c1ccccc1	1	-4	-0.3	5	12	5.4	3	0.2	-4	-10

Assay outcomes deposited in PubChem by several laboratories.
